KCNH2 WT inh: qHTS for Inhibitors of KCHN2 3.1: Wildtype qHTS | Voltage-gated inwardly rectifying potassium channel KCNH2 (Homo sapiens), Q12809 | U2OS, BacMam KCNH2, thallium flux FluxOr; hits give low values | activity change, % at 1.84 µM | 340,000 compounds, 0.37% hits | AID 720551, 2013;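 active = maximum activity change below -70%; inconclusive = maximum activity change between -70% and -50%; inactive = maximum activity change above -50%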; note: % is set by controls: 0 for no effect and ±100 for the full control effect
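U2OS cells were transduced with wild-type KCNH2 virus (2.03 x 10^8 / mL) for 4 h at room temperature, then cultured overnight at 37 C. Thallium flux was read with FluxOr dye. Rate constants were normalized to DMSO controls.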
TRPV1 ag: HTS Assay for Compounds that Act as Agonists of the Vanilloid Receptor 1 | Transient receptor potential cation channel subfamily V member 1 (Homo sapiens), Q8NER1 | TRPV1-expressing cells, Fluo-8 calcium influx, agonist mode | activation, % at 8.33 µM | 320,000 compounds, 0.19% hits | AID 540275, 2011; in the data active = activation above about 80%; inconclusive = between about 30% and that limit; note: 0% is about no effect
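TRPV1-expressing cells were cultured overnight at 35.5C and loaded with Fluo-8 calcium dye for 40 to 90 min at room temperature. After a 10 s baseline, compound was added and calcium influx was read kinetically for 3 min (ex 480/em 520 nm).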
TSHR antag: Antagonists of the Thyroid Stimulating Hormone Receptor: HTS campaign | activity change, negative = inhibition, % at 11.5 µM | 330,000 compounds, 0.2% hits | TSHR-expressing cells, TSH-stimulated cAMP HTRF, 2 h; hits give low values;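 active = activity change below a set negative limit, meaning inhibition stronger than a set level, cut at about -70% in these data; inconclusive = activity change between two set negative limits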; note: % is set by controls: 0 for no effect and ±100 for the full control effect
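Freshly harvested TSHR cells receive pin-tooled compound, then EC80 TSH at 4nM final. After 2 hours at 37 deg C, antibody in lysis buffer and cAMP-d2 are added; 30 minutes at ambient temperature precede the HTRF read.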
Eya2 phos inh: qHTS Assay for Inhibitors of the Phosphatase Activity of Eya2. AID 488837, 2010. 330,000 compounds, 0.006% hits. recombinant Eya2, OMFP fluorescence dephosphorylation (OMFP is methylfluorescein phosphate). Protein phosphatase EYA2 (Homo sapiens), O00167. Potency, µM (highest dose often 76.9 µM), for inactives: top-dose activity, negative = inhibition, actives largely listed as inhibitors; note: potency is the fitted concentration of half-maximal effect; % is set by controls: 0 for no effect and ±100 for the full control effect
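Eya2 (0.2 uM) preincubated 10 min at ambient with compound, then OMFP substrate added at 50 uM; 10 min reaction in 50 mM HEPES pH 7.5, 50 mM NaCl, 5 uM MgCl2, 0.05% BSA, 1 mM DTT. Fluorescence read at Ex 485/Em 525 nm.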
USP2a block: qHTS Assay for Inhibitors of Ubiquitin-specific Protease USP2a Using CHOP2 as the Reporter. Ubiquitin carboxyl-terminal hydrolase 2 (Homo sapiens), O75604. USP2 core, Ub-CHOP2 coupled fluorogenic reporter, 485/531. Potency, µM (doses to about 38.3 µM), inactives show at the top dose activity change, negative = inhibition, hits mostly inhibitors. 330,000 compounds, 0.01% hits. AID 463254, 2010;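 note: potency is the fitted concentration of half-maximal effect; plate controls were DMSO wells for no effect and full inhibition by NEM control for full effect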
Target sequence (O75604 whole entry, looked up): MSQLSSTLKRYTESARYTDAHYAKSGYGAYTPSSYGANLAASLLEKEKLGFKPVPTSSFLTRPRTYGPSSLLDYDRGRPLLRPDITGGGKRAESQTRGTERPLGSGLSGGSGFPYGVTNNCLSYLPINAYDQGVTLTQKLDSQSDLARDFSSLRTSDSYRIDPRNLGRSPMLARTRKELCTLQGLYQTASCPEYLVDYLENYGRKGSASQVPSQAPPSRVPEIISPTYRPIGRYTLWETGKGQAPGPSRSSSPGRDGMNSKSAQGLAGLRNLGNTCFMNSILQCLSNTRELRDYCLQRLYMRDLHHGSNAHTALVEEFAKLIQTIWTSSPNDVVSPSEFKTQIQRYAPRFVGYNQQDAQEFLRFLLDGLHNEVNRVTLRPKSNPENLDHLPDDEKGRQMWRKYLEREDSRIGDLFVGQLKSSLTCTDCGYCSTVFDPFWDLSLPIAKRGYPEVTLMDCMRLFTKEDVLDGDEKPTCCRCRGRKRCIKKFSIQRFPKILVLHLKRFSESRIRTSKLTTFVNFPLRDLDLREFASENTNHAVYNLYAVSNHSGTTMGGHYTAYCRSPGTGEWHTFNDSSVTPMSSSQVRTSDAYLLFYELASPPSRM
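Cell-free coupled assay: 10nM USP2 core preincubated 30min RT with compound in Tris-HCl pH 8.0/CaCl2/CHAPS buffer, then 25nM Ub-CHOP2 and 25nM reporter substrate; fluorescence (Ex 485/Em 531) read after 60min RT, normalized to NEM inhibition, concentration-response curves fitted.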
KCNH2 3.1 block: qHTS for Inhibitors of KCHN2 3.1: Mutant qHTS; Potassium voltage-gated channel subfamily H member 2, brain isoform KCNH2 3.1 (human); U2OS KCNH2 3.1, thallium flux FluxOr; hits give low values; activity change, % (tested at about 1.8 µM); 340,000 compounds, 0.95% hits;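 active = maximum activity change below -70%; inconclusive = maximum activity change from -70% to -50%; inactive = maximum activity change above -50%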;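 note: thallium influx rate constant from kinetic fluorescence after stimulation buffer; % is set by controls: 0 for no effect and ±100 for the full control effect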
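Normalized rate constant (relative to positive and negative DMSO controls) derived from a 2 min kinetic fluorescence read after stimulation; U2OS cells expressing the 3.1 isoform via virus at 1.77 x 10^8 /mL.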
Mito fusion yeast: qHTS Assay for Small Molecule Inhibitors of Mitochondrial Division or Activators of Mitochondrial Fusion; S. cerevisiae fusion-defective mutant growth rescue, CellTiterGlo 48 h; Potency, µM (series often up to 46.1 µM), without a hit: at the highest dose growth rescue (activation), most hits filed as activators; 320,000 compounds, 0.23% hits; AID 485298, 2010;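 note: potency is the fitted concentration of half-maximal effect; % of control where 0% means no effect; nearly all actives have a fitted effect of over 45% in size; temperature-sensitive fusion mutants such as fzo1-1 at 37 °C on non-fermentable ethanol glycerol medium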
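S. cerevisiae fusion-defective temperature-sensitive mutants (e.g. fzo1-1, mgm1-5) grown 48 h at 37C in YPEG (ethanol/glycerol non-fermentable) medium with 23 nl compound per well; growth rescue read as CellTiterGlo luminescence.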
AT treatment: qHTS Assay for Identifying a Potential Treatment of Ataxia-Telangiectasia. […] A-T fibroblasts, KAP-1 phosphorylation AlphaLISA; neocarzinostatin DNA damage 30 min before lysis. Potency, µM (doses to about 57.5 µM), for inactives: at the top dose activation, usual class: activators. 320,000 compounds, 0.19% hits; note: potency is the fitted concentration of half-maximal effect; % of control where 0% means no effect; nearly all actives have a fitted effect of over 45% in size
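hTERT-immortalized A-T patient fibroblasts ([…]), 500 cells/well in OPTI-MEM, 1% FBS, got compounds for 60 min, then NCS for 30 min at 37C. Lysates were then assayed for phospho-KAP-1 by AlphaLISA (anti-pKAP1 donor, anti-KAP1 acceptor beads), 6 hr at 25C.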
ELG1 DNA repair: qHTS screen for small molecules that inhibit ELG1-dependent DNA repair in human embryonic kidney (HEK293T) cells expressing luciferase-tagged ELG1; HEK293T ELG1-luciferase reporter, luminescence, 16 h; DNA damage induced by 5-fluorouridine; Potency, µM (series often up to 46.1 µM), for the others: at the highest dose activity change, negative = inhibition, hits mostly inhibitors; 330,000 compounds, 2.3% hits; AID 504467, 2011; note: potency is the fitted concentration of half-maximal effect; % is set by controls: 0 for no effect and ±100 for the full control effect; nearly all actives have a fitted effect of over 55% in size
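Luminescence from the luciferase reporter, measured 30 min after ONE-Glo reagent at room temperature, was the read-out. Beforehand, 2,000 cells per well were exposed for 16 hr at 37 °C to 5-fluorouridine together with compound or vehicle.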
TCR act: Activators of T cell receptors: qHTS campaign. primary human leukocytes, anti-CD3, IL-2 HTRF, 48 h. Potency, µM (doses to about 9.22 µM), for inactives: at the highest dose activation of IL-2 secretion, hits mostly activators. 330,000 tested, under 10 active; note: % of control where 0% means no effect
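48 hr co-incubation of compounds, a-CD3 beads and primary human leukocytes; IL-2 quantified homogeneously by HTRF with anti-IL-2 K and d2 conjugates.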
Active calls of the source: *; ? = inconclusive; . = not tested or not shown; [ ] = remark or other dose. Unless noted, calls come from the whole dose curve; as a rule, active = well fitted curve in the direction sought with a large enough effect; inconclusive = small, poorly fitted or top-dose-only effect, or another doubt; inactive = no such curve, though single readings can be large; an effect the other way counts as inactive or inconclusive. A portion of the library (hit frequency here may not be typical).

SMILES | KCNH2 WT inh | TRPV1 ag | TSHR antag | Eya2 phos inh | USP2a block | KCNH2 3.1 block | Mito fusion yeast | AT treatment | ELG1 DNA repair | TCR act
CC(NC(=O)COC(=O)CN1C(=O)c2ccccc2C1=O)c1ccccc1 (centres undefined) | -23 | . | . | 2% | -2% | 5 | . | -3% | 26% | -3%
O=C(CCn1c(=O)sc2ccccc21)NCc1ccco1 | -4 | -1 | -5 | 2% | 3% | 7 | -4% | 1% | -1% | -3%[46.1 µM]
CN(C)C(=S)SCC(=O)NC(=O)NC(C)(C)C | 10 | 1 | -10 | -4% | 6% | 9 | -3% | 15% | 12% | 3%
Cc1ccc(C)c(CSC2=NCCN2C(=O)Cc2ccc([N+](=O)[O-])cc2)c1 | 26 | -1 | -12 | 0% | 2% | -9 | 15% | 2% | ? | -10%[46.1 µM]
Cc1cccc(NS(=O)(=O)c2ccc3[nH]c(=O)cc(C(=O)O)c3c2)c1 | -1 | 0 | -4 | 0% | 3% | 14 | -1% | 2% | 10% | -1%
CC(=O)Nc1ccc(S(=O)(=O)N(C)c2ccc(OCCOc3ccccc3F)cc2)cc1 | 7 | . | -13 | -9% | 5% | -17 | . | 2% | 7% | 4%
CCCOC1CCCN(C(=O)c2cc(COc3cncc(Cl)c3)on2)C1 (centres undefined) | 17 | 28 | 7 | 12% | -1% | -16 | 2% | 8% | ? | 0%
C=CCn1c(N)cc(=O)nc1SCC(=O)Nc1ccccc1C(N)=O | -6 | 1 | 10 | 3% | 2% | 3 | -6% | 0% | -2% | .
Cc1cc([N+](=O)[O-])ccc1-c1ccc(C2Nc3ccccc3C(=O)N2O)o1 (centres undefined) | 24 | . | 13 | -24% | -5% | 1 | 3% | -11% | ? | 8%
CCOc1ccc(CC(=O)N2CCN=C2SC)cc1 | -7 | -3 | 15 | -7% | -1% | 13 | 5% | 1% | -9% | 2%
CCOc1cc(S(=O)(=O)n2ccc(C)n2)ccc1Br | -8 | 7 | -7 | 2% | 3% | -9 | -3% | 5% | 3% | 1%
CCOc1ccc(S(=O)(=O)N2CCC(C(=O)NCc3ccccc3CN3CCCC3)CC2)cc1 | 24 | 3 | 13 | -5% | -2% | 2 | -1% | 0% | 5% | -9%
O=C(COc1ccc2ccccc2c1)N1CCCC1 | 3 | -4 | 5 | -16% | -9% | 4 | 5% | 10% | ? | 1%
CCOC(=O)c1ccc(OCC2NCCc3cc(OC)c(OC)cc32)cc1 (centres undefined) | 2 | 0 | -26 | 6% | 3% | 10 | -43%[inhibitor] | 15% | 7% | 2%
CC(=O)Nc1nc(-c2ccc3ccccc3c2)cs1 | -6 | 21 | 2 | -2% | 1% | 4 | -1% | -10% | ? | -4%
CCOC(=O)C1(CC2CCCCO2)CCN(Cc2nccn2-c2cccc(C)c2)CC1 (centres undefined) | -18 | ? | 5 | -1% | 1% | -21 | -1% | -1% | -6% | -7%
COCCNC(=O)CN1C(=O)COc2ccc(S(=O)(=O)N3CCCCCC3)cc21 | -3 | 1 | 48 | ? | 2% | 4 | 3% | -2% | 28% | 8%
O=C1OC(c2ccc(Cl)cc2)=N/C1=C\c1cccnc1 | 1 | -2 | 2 | 14% | 3% | -2 | -1% | -5% | 8% | 3%
CCOC(=O)C1=C(N2CCCCC2)c2cc3c(n2C1=O)CCCC3 | 1 | ? | -6 | -18% | 4% | 15 | 10% | -2% | ? | -5%
COc1cc(/C=C/C(=O)OCC(=O)N(C)Cc2ccccc2)cc(OC)c1OC | 3 | . | . | 2% | -12% | 2 | . | -1% | -5% | .

Ordered by value in Eya2 phos inh (smallest number first): three of the compounds above.
structure,Eya2 phos inh
O=C(COc1ccc2ccccc2c1)N1CCCC1,-16%
CCOc1ccc(S(=O)(=O)N2CCC(C(=O)NCc3ccccc3CN3CCCC3)CC2)cc1,-5%
CC(=O)Nc1nc(-c2ccc3ccccc3c2)cs1,-2%

Additional entries follow.
SMILES | KCNH2 WT inh | TRPV1 ag | TSHR antag | Eya2 phos inh | USP2a block | KCNH2 3.1 block | Mito fusion yeast | AT treatment | ELG1 DNA repair | TCR act
CCn1c(Cc2cccc3ccccc23)nnc1SCC(=O)Nc1nccs1 | -8 | 0 | -7 | -15% | 3% | 0 | -2% | -6% | ? | 3%[46.1 µM]
CCCCOc1ccc(NC(=O)Nc2nnc(C)s2)cc1 | -30 | -4 | 12 | -14% | 1% | -18 | 17% | -2% | ? | -4%
N#CCC(=O)Nc1ccc(C(=O)OCC(=O)NC2CCCCCC2)cc1 | -1 | 2 | -7 | -4% | 0% | 6 | 0% | -1% | 13% | -1%
CN(C)C(CNC(=O)c1ccc(NC(=O)c2cccs2)cc1)c1ccccc1 (centres undefined) | -4 | -3 | 15 | -14% | -1% | -2 | 1% | -7% | ? | -1%
CCCCSc1cnn(-c2ccccc2)c(=O)c1SCCCC | 6 | ? | -13 | -15% | 0% | 9 | 13% | . | ? | 22%[46.1 µM]
O=C(COC(=O)c1cc(S(=O)(=O)N2CCOCC2)ccc1F)c1ccc[nH]1 | 1 | -5 | -13 | -4% | 1% | -20 | 16% | 1% | 16% | 8%[46.1 µM]
Cc1cccc(NC(=O)c2cc(NC(=O)c3ccco3)ccc2N2CCCCC2)c1 | -9 | 20 | -4 | 0% | 1% | -9 | 3% | 7% | 19% | .
Cc1nc2ccc(NC(=O)c3ccc(S(=O)(=O)N(C)c4ccccc4)cc3)cc2s1 | -4 | -11 | -25 | -1% | 0% | -4 | 27% | 5% | ? | 3%[46.1 µM]
CCn1c(C(=O)N2CCC(C(=O)NCc3cccs3)CC2)cc2sccc21 | -1 | 2 | 6 | 6% | -1% | 20 | 1% | 0% | ? | 3%
COc1ccc(NC(=O)c2nc[nH]c2C(=O)NCc2ccccc2)cc1 | -3 | -3 | -15 | -2% | -2% | -15 | -26% | 5% | -16% | -5%
CCOc1ccc(NS(=O)(=O)c2ccc(C(=O)N3CCCCC3)cc2)cc1 | -10 | 7 | 4 | 6% | -1% | 4 | 0% | -13% | -15% | 11%
O=C(NNc1nc2cc3c(cc2s1)OCO3)c1cccc(F)c1 | -3 | 6 | 9 | -4% | -3% | 5 | -3% | -23% | ? | -3%
COc1ccccc1CNC(=O)CSc1nc2c(oc3ccccc32)c(=O)n1CC1CCCO1 (centres undefined) | 27 | 3 | -11 | 6% | 1% | -10 | 1% | -1% | 2% | 2%
O=C(NCc1ccccc1)C1CCCN(C(=O)NCc2ccccc2)C1 (centres undefined) | -16 | 7 | 14 | 8% | -1% | -7 | -4% | 0% | ? | -1%
CCN(Cc1ccccc1)Cc1c(F)cccc1F | -14 | 2 | 7 | -7% | -3% | 22 | -1% | -6% | 0% | -3%
O=C(NCc1csc(-c2ccccc2)n1)c1ccco1 | -6 | 17 | 1 | 21%[15.4 µM] | -1% | -2 | 0% | 6% | ? | -4%
Cc1ccc(NC2=NC3(CCCC3)N=C(N)N2)c(C)c1 | 0 | -2 | 2 | -10% | -2% | 3 | 0% | 1% | -16% | 9%
Cc1[nH]c2ccccc2c1Cc1nnc(SCC(=O)NCc2ccco2)o1 | -4 | -1 | 5 | -3% | 0% | -6 | 2% | 3% | 0% | -147%
COc1ccccc1N1CCN(Cc2nc3ccsc3c(=O)[nH]2)CC1 | -8 | 4 | 3 | 11% | -1% | -5 | -1% | -2% | 0% | 2%
Cc1ccc(S(=O)(=O)NCCC(=O)NNC(=O)COc2ccc(Br)cc2)cc1C | -1 | -7 | 6 | -15% | 1% | -6 | -2% | 7% | -15% | 9%
O=c1c2ccccc2nc(COc2ccccc2)n1/N=C/c1cn[nH]c1-c1ccccc1 | 19 | 20 | -13 | 2% | -3% | -1 | 5% | -1% | 6.5µM* | 7%[46.1 µM]
Cc1cc(OCC(=O)OC(C)C(=O)Nc2ccc(N3CCOCC3)cc2)ccc1Cl (centres undefined) | 1 | ? | -9 | 15% | 2% | 4 | 6% | 6% | 25% | 12%
